# Screens as filed in PubChem BioAssay.
# Tb PYK inh = inhibitors of Trypanosoma brucei pyruvate kinase | Q57TT1 | TbPYK enzyme, Kinase-Glo Plus ATP luminescence, 45 min | Potency, µM (doses to about 76.8 µM), inactives show top-dose activity, negative = inhibition, usual class: inhibitors | actives 0.12% (n = 410,000) | AID 624173; further: nearly all actives have a fitted effect of over 50% in size
#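 Quantitative HTS: titrated library compounds versus trypanosomal pyruvate kinase in TEA buffer (pH 7.2) containing KCl, MgCl2, BSA and Tween-20. Reactions were initiated with ADP, 130 uM final. Kinase-Glo Plus luminescence was read after 45 min at RT.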
# HCV inhibitor = HCV inhibition; AID 651820; actives 3.4% (n = 340,000); Huh7.5.1 HCVcc-Cre infection, luciferase reporter, 44 h; Potency, µM (top dose mostly 41.8 µM), for inactives: at the top dose activity change, negative = inhibition, hits mostly inhibitors
#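 Whole-lifecycle infectious HCVcc-Cre system; cells 1,000/well, compound then virus (~0.5 moi) added 4 h after plating, 44 h culture. Luciferase read 15 sec following 15 min substrate incubation, room temp.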
# Sm TGR inh = blocks Schistosoma mansoni thioredoxin glutathione reductase; Q962Y6; purified TGR, DTNB reduction, TNB absorbance 405 nm; Potency, µM (top dose mostly 114 µM), for inactives: at the highest dose activity change, negative = inhibition, actives largely listed as inhibitors; actives 3% (n = 360,000); further: nearly all actives have a fitted effect of over 60% in size
#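 First, TGR (20 nM dispensed) and NADPH were mixed with compound. Second, a 15 min room-temperature incubation followed. Third, further NADPH and then DTNB were added to start the reaction. Finally, TNB absorbance was monitored kinetically.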
# Pf growth 96h = P. falciparum growth inhibition at 96 hour, primary screen for plastid delayed-death inhibitors; actives 6.9% (n = 320,000); AID 504834; P. falciparum luciferase reporter growth, 96 h; Potency, µM (series often up to 28.7 µM), for the others: top-dose activity change, negative = inhibition, hits mostly inhibitors
#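 Cell-based qHTS: luciferase-tagged P. falciparum in erythrocytes (2% hematocrit, 0.05% parasitemia final) incubated with compounds for 96 hours, 37 C, 5% CO2; luciferase detection reagent then added and luminescence measured.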
# Pf growth 48h = inhibits P. falciparum growth in the first generation, 48 h; P. falciparum luciferase growth in erythrocytes, 48 h; Potency, µM (series often up to 28.7 µM), without a hit: at the top dose activity change, negative = inhibition, actives largely listed as inhibitors; actives 5.9% (n = 310,000); AID 504832
#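 Luciferase-expressing parasites in RBCs, 2% Hct / 0.1% parasitemia final; RPMI 1640 + 0.5% Albumax; 37 C, 5% CO2, one generation; luminescence read-out, lower signal = inhibition.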
# LmPK inhibitor = blocks Leishmania mexicana pyruvate kinase activity. Q27686. purified LmPK, Kinase-Glo ATP luminescence, 1 h. Potency, µM (doses to about 57.5 µM), inactives show top-dose activity change, negative = inhibition, hits mostly inhibitors. actives 0.37% (n = 290,000). AID 1721
# Target sequence (Q27686 whole entry, looked up): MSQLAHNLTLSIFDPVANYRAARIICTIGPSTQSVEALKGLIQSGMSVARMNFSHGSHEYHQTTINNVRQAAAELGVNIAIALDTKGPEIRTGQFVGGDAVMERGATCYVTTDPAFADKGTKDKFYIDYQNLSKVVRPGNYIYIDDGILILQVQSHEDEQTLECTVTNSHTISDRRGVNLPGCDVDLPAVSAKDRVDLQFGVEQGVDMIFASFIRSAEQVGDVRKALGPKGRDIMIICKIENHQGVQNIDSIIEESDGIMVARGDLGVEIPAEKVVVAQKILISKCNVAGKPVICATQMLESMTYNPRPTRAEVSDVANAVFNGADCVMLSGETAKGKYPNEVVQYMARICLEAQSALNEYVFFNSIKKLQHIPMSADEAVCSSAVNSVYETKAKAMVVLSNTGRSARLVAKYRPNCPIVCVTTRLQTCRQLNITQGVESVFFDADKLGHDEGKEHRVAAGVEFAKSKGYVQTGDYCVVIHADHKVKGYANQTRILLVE
#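 Purified LmPK (0.1 nM) converted ADP (0.1 mM) to ATP with PEP (0.5 mM) in imidazole buffer pH 7.2 with KCl and MgCl2, 1 h at room temperature. ATP was read by Kinase-Glo luminescence; data normalized to uninhibited and no-enzyme controls.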
# Active calls of the source: *; i = inactive; ? = inconclusive; / = not tested or not shown; [ ] = dose if it differs, or a comment. The call rests on the fitted dose curve; in most records, active means well fitted curve in the direction sought with a large enough effect; inconclusive means small, poorly fitted or top-dose-only effect, or another doubt; inactive means no such curve, though single readings can be large; an effect the other way counts as inactive or inconclusive. On the % scale 0 is the no-effect control and ±100 the full control effect; potency means the concentration at half of the fitted maximal effect.
1: Cn1cnnc1SCC(=O)NCCC(c1ccccc1)c1ccccc1
2: O=C(CCn1c(=S)oc2ccccc21)Nc1ccc2c(c1)OCCO2
3: CCCNC(=O)COC(=O)c1c2c(nc3ccccc13)CCC2
4: CSc1ccc(/C=N/NC(=O)CN2CCN(Cc3ccccc3Cl)CC2)cc1
5: COc1ccc(C(=O)NNC(=O)C(=O)Nc2cccc3ccccc23)cc1
6: COC(=O)Cc1c(C)nc2nc(Cc3ccccc3)[nH]n2c1=O
7: COc1cccc(C(=O)N(Cc2ccc3c(c2)OCO3)Cc2nc3ccccc3c(=O)[nH]2)c1
8: COc1cccc(CN(CC(=O)NCc2ccccc2)S(=O)(=O)CCl)c1

compound no.	1	2	3	4	5	6	7	8
Tb PYK inh	3.8%	3.4%	3.0%	-4.7%	6.6%	-9.2%	4.6%	0.9%
HCV inhibitor	-6.4%	?	?	-15.8%	10.9%	0.0%	-24.4%	2.3%
Sm TGR inh	-3.2%	12.2%	-3.5%	0.5%	1.3%	3.1%	-14.0%	-1.4%
Pf growth 96h	/	58.3%[activator]	?	?	?	/	73.8%[activator]	41.6%[activator]
Pf growth 48h	6.6%	14.3%	?	6.3%	23.3%	3.8%	?	13.1%
LmPK inhibitor	-2.9%	1.9%	0.9%	3.4%	-0.9%	-4.2%	-20.2%	/

9: Cc1nc(N2CCc3ccccc3C2)[nH]c(=O)c1Cc1ccccc1
10: Cc1oc(/N=C/c2ccc(Cl)cc2Cl)c(C#N)c1C
11: O=C1C(C=NCc2cccnc2)=C(O)c2ccccc21
12: Cc1ccc(NC(=O)[C@@]2(CC(=O)O)CC(/C=C/c3ccccc3)=NO2)c(C)c1
13: CCCN1CCN(C(=O)C2CCN(c3nnc(C)c4c(C)n(-c5ccc(C)cc5)nc34)CC2)CC1
14: C=CCOc1ccc(C2/C(=C(/O)c3ccc(OC)cc3)C(=O)C(=O)N2CCN2CCNCC2)cc1 (stereo not given)
15: N#Cc1ccccc1NC1=CC(=O)CCC1
16: Cc1cc(C)c(C)c(SCC(=O)Nc2oc(C)c3c(C)n[nH]c(=O)c23)c1C

compound no.	9	10	11	12	13	14	15	16
Tb PYK inh	-1.5%	1.0%	-10.2%	5.6%	-5.1%	0.3%	-11.6%	?
HCV inhibitor	-1.2%	-8.0%	15.9%	-0.6%	2.24µM*	13.0%	2.6%	6.9%
Sm TGR inh	36.2%[activator]	-18.6%	-8.5%	0.0%	0.7%	?	0.0%	-22.5%
Pf growth 96h	?	/	3.7%	20.5%	?	22.3%	-9.3%	-7.7%
Pf growth 48h	0.0%	4.7%	58.4%[activator]	8.5%	10.4µM*	/	11.3%	?
LmPK inhibitor	12.5%	-1.0%	-24.8%	-5.5%	1.6%	-2.8%	-0.9%	/

17: O=C(c1ccco1)N1CCN(c2nc(C3CC3)nc3sc4c(c23)CCCC4)CC1
18: O=C(O)CC1NCCc2ccccc21 (stereo not given)
19: CCOc1ccc(S(=O)(=O)Nc2cccc(C(=O)NCC3CCCO3)c2)cc1 (stereo not given)
20: CCCCCn1c(Br)nc2c1c(=O)n(CC(N)=O)c(=O)n2C
21: COc1ccc(-c2csc(NC(=S)NC(=O)/C=C/c3ccco3)n2)cc1Br
22: N#Cc1c(-c2ccccc2)nc2n(-c3ccccc3)nc(C(=O)Nc3ccccc3)n2c1=O
23: Cc1cc(C)nc(SCC(=O)NC2=NC(=O)C(C)S2)n1 (stereo not given)
24: Cc1ccc(C2=C(CC(=O)O)C(=O)CC2)cc1

compound no.	17	18	19	20	21	22	23	24
Tb PYK inh	-0.1%	-6.6%	1.7%	-11.5%	0.9%	3.3%	-8.3%	10.2%
HCV inhibitor	?	14.3%	?	10.2%	-26.8%	-19.7%	-0.6%	16.4%
Sm TGR inh	39.8µM*	-12.6%	-0.6%	4.5%	-32.5%	3.0%	-2.3%	-18.8%
Pf growth 96h	-20.8%	47.6%[activator]	0.7%	/	?	0.738µM*	/	4.65µM*
Pf growth 48h	9.28µM*	49.7%[activator]	-6.0%	-9.5%	10.4µM*	/	11.6%	22.2%
LmPK inhibitor	2.1%	-12.7%	/	4.5%	1.6%	1.8%	1.6%	2.1%

25: O=C(/C=C/c1ccccc1)NCC(=O)N/N=C/c1ccccc1[N+](=O)[O-]
26: CCC(Nc1nc(-c2ccccc2)nc2ccccc12)C(=O)O (stereo not given)
27: Cc1nn(-c2ccccc2)c(C)c1NC(=O)COc1ccc([N+](=O)[O-])cc1
28: Cc1cc(NC(=O)c2cccc(Oc3ccccc3)c2)n[nH]1
29: CCc1ccc(OC)c(S(=O)(=O)NCc2cccs2)c1
30: O=C(/C=C/c1cccs1)NCc1ccc2c(c1)OCO2
31: CC(C)C(=O)N1CCC2(CC1)Oc1ccc(Cl)cc1C(=O)C21CC(c2ccc(Cl)cc2)=NO1 (stereo not given)
32: COc1cccc(C(=O)CN2C(=O)C(C)(C)Oc3ccc(C(=O)N4CCCCCC4)cc32)c1

compound no.	25	26	27	28	29	30	31	32
Tb PYK inh	4.5%	12.3%	0.7%	-0.4%	1.0%	-1.9%	3.4%	1.0%
HCV inhibitor	-23.5%	5.6%	-21.8%	-23.0%	12.0%	-7.7%	-11.4%	7.1%
Sm TGR inh	3.6%	6.2%	0.2%	9.2%	-8.0%	6.8%	-18.6%	-1.5%
Pf growth 96h	-13.8%	-24.3%	8.2%	350.1%[activator]	-26.6%	-12.0%	?	/
Pf growth 48h	-3.5%	/	-8.6%	i	?	10.1%	?	?
LmPK inhibitor	13.7%	-0.8%	/	10.1%	/	-6.9%	1.8%	0.8%

33: O=C(O)C1CCCN1c1nc(C(F)(F)F)nc2ccccc12 (stereo not given)
34: COc1ccc(OC)c(-n2c(-c3ccccc3)n[nH]c2=S)c1
35: Cc1ccc(C(=O)NCCCN2CCOCC2)cc1S(=O)(=O)N1CCOCC1
36: Cc1ccccc1NC(=S)Nc1ccc2[nH]c(=O)[nH]c2c1
37: O=C(CCNS(=O)(=O)c1cccc2nsnc12)N1CCN(c2ccccn2)CC1
38: O=C(NC1CCN(C(=S)Nc2ccccc2)CC1)C1CCCCC1
39: COc1ccc(S(=O)(=O)Cc2ccc(C(=O)NCc3cccs3)o2)cc1
40: O=C(Nc1ccc(Br)cc1)C1CCCN(C2=NS(=O)(=O)c3ccccc32)C1 (stereo not given)

compound no.	33	34	35	36	37	38	39	40
Tb PYK inh	0.6%	11.2µM*	1.2%	-6.5%	/	2.5%	1.3%	-0.9%
HCV inhibitor	11.0%	6.7%	9.4%	9.7%	/	5.2%	11.3%	-8.4%
Sm TGR inh	-10.7%	-5.3%	-17.6%	-32.8%	-32.8%	-7.3%	-18.6%	0.0%
Pf growth 96h	?	?	-8.1%	25.7%	23.6%	?	?	?
Pf growth 48h	3.4%	/	-2.7%	-6.5%	/	2.4%	/	?
LmPK inhibitor	-0.1%	2.24µM*	/	-2.5%	-4.5%	-1.5%	8.3%	/

41: COc1ccccc1C(c1nnnn1C(C)(C)C)N1CCN(Cc2ccncc2)CC1 (stereo not given)
42: CCN1CCN(C(=O)CS(=O)Cc2nc(-c3ccc(OC)cc3)oc2C)CC1 (stereo not given)
43: Cc1cc(C)nc(NC(=O)Cc2ccc(Br)cc2)n1
44: CCn1c(SCC(=O)NCc2cccs2)nnc1-c1ccco1
45: CCCCc1nc(SCC(=O)Nc2ncccn2)n[nH]1
46: COc1ccccc1OCC(=O)NCc1cccs1
47: NC(=O)c1ccc(-c2ncc(-c3ccccc3)o2)cc1
48: CN1CN=C(NS(=O)(=O)c2ccc([N+](=O)[O-])cc2)NC1

compound no.	41	42	43	44	45	46	47	48
Tb PYK inh	-3.7%	1.0%	-0.4%	-7.9%	1.2%	-2.9%	-6.7%	4.5%
HCV inhibitor	-0.5%	5.4%	-4.3%	7.1%	13.8%	28.8%	0.5%	4.3%
Sm TGR inh	-0.8%	?	7.1%	-1.2%	6.5%	6.8%	-5.5%	-2.3%
Pf growth 96h	/	-98.1%	?	-12.0%	69.7%[activator]	95.1%[activator]	?	?
Pf growth 48h	-5.3%	/	-14.1%	3.3%	24.2%	34.6%[activator]	-70.3%	12.2%
LmPK inhibitor	-3.2%	10.5%	3.1%	1.1%	3.9%	-4.7%	-8.3%	-1.6%

# Quoted at random: three entries already listed, in no set order.
45: CCCCc1nc(SCC(=O)Nc2ncccn2)n[nH]1
48: CN1CN=C(NS(=O)(=O)c2ccc([N+](=O)[O-])cc2)NC1
43: Cc1cc(C)nc(NC(=O)Cc2ccc(Br)cc2)n1

compound no.	45	48	43
Tb PYK inh	1.2%	4.5%	-0.4%
HCV inhibitor	13.8%	4.3%	-4.3%
Sm TGR inh	6.5%	-2.3%	7.1%
Pf growth 96h	69.7%[activator]	?	?
Pf growth 48h	24.2%	12.2%	-14.1%
LmPK inhibitor	3.9%	-1.6%	3.1%

# (next part)
49: O=c1cc(N2CCN(c3ccc(F)cc3)CC2)[nH]c(=O)n1Cc1ccc(F)cc1
50: COc1ccc(C(=O)N(C)Cc2ccccc2)cc1Br
51: O=C(O)COc1ccc2c3c(c(=O)oc2c1)CCC3
52: CNC(=O)CSc1nnc(-c2cccnc2)n1CCc1ccccc1
53: CCc1cc2c(=O)c(-c3ccc4c(c3)OCCO4)c(C)oc2cc1OS(C)(=O)=O
54: CCOC(=O)c1c(C)[nH]c(C)c1S(=O)(=O)N1CCN(c2ccc(F)cc2)CC1
55: Cc1cc(C)c(S(=O)(=O)Nc2cccc(-n3cnnn3)c2)c(C)c1
56: O=C(OCN1C(=O)c2ccccc2C1=O)c1cccnc1SC(F)F

compound no.	49	50	51	52	53	54	55	56
Tb PYK inh	-0.6%	/	-10.3%	0.7%	-2.0%	4.1%	4.7%	0.5%
HCV inhibitor	5.3%	9.4%	3.7%	21.5%	?	5.4%	-0.1%	32.3%[activator]
Sm TGR inh	-12.5%	1.7%	-33.2%	7.8%	-0.9%	-8.3%	-7.8%	-1.6%
Pf growth 96h	0.9%	1.6%	4.0%	16.5%	4.15µM*	8.28µM*	?	5.3%
Pf growth 48h	1.5%	2.2%	7.5%	-9.1%	?	-6.5%	-14.6%	3.2%
LmPK inhibitor	6.1%	1.1%	-0.2%	-8.5%	1.1%	-1.5%	12.5%	-2.0%

57: Cc1cc(C)c2c(NC(=S)Nc3ccccc3)n[nH]c2n1
58: O=C(CSCc1ccccc1Cl)NNC(=S)Nc1ccccc1
59: O=C(NCc1nnc2c(C(F)(F)F)cc(Cl)cn12)c1ccco1
60: CCCCn1c(=O)c(CCC(=O)O)nc2ccccc21
61: CS(=O)(=O)c1ccc(NCCN2CCOCC2)c([N+](=O)[O-])c1
62: CC(C)(C)c1ccc(S(=O)(=O)N2CCC(N3CCCCC3)CC2)cc1
63: CCc1sc(C(=O)Nc2ncccc2C)cc1C

compound no.	57	58	59	60	61	62	63
Tb PYK inh	-12.8%	-12.2%	-5.0%	0.1%	-4.3%	3.8%	-8.4%
HCV inhibitor	1.0%	12.3%	10.3%	4.4%	3.9%	?	5.5%
Sm TGR inh	/	-12.2%	-25.0%	-29.7%	-11.4%	2.1%	4.9%
Pf growth 96h	60.1%[activator]	79.8%[activator]	6.0%	?	24.9%	17.1%	-14.9%
Pf growth 48h	-15.0%	55.4%[activator]	16.8%	14.0%	7.1%	-4.2%	44.5%[activator]
LmPK inhibitor	-0.8%	1.8%	4.6%	1.4%	-2.0%	-1.1%	-4.0%
